From PubChem BioAssay
P. falciparum M1AAP: malaria alanyl aminopeptidase activity blockers – biochemical, fluorogenic H-Leu-NHMec substrate, 1536-well (AID 1445); recombinant M1AAP, H-Leu-NHMec fluorogenic kinetic assay; higher % means a stronger effect; inhibition, % at 30 µM; hits with a dose series show IC50 in µM; actives 0.42% (n = 220,000);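 active = primary inhibition above the hit cutoff, then over 50% inhibition at one or more dose response concentrations, cut at about 23% in these data, passing the limit was not always enough; inconclusive = conflicting primary data, or primary hits not chosen for dose response; inactive = low primary inhibition, or under 50% at every dose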;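 also: plate controls were DMSO full reaction for no effect and no enzyme background for full effect; strong numbers were not always called active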
AID2073: disruptors of CaV2.2 binding to Mint1 – biochemical, HTRF (AID 2073); HTRF protein-protein interaction, Mint1-CaV2.2; higher % means a stronger effect; inhibition, % at 20 µM; hits with a dose series show IC50 in µM; actives 0.19% (n = 290,000); in the data active = inhibition mostly above about 51%, no sharp cut-off; inconclusive = no clear call, values can overlap the other calls; inactive = mostly below about 53%; also: some results filed as inactive read as strong as hits
LYP inhibition: PTPN22 lymphoid phosphatase activity blockers – biochemical, fluorescence intensity, uHTS (AID 1779); recombinant LYP phosphatase, fluorescence intensity; higher % means a stronger effect; one-dose inhibition, % at 11.5 µM; IC50 in µM for titrated hits; actives 0.054% (n = 290,000);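 also: plate controls were vehicle with enzyme for no effect and no enzyme for full effect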
SIAH1 antagonists: blockers of Siah-1 interaction with plectin peptide – biochemical, fluorescence polarization, rhodamine-plectin, uHTS, primary screen (AID 1817); actives 0.02% (n = 290,000); Siah-1 / rhodamine-plectin peptide fluorescence polarization; higher % means a stronger effect; one-dose displacement, % at 20 µM; IC50 in µM for titrated hits;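 active = displacement of at least 50% at 20 µM, with a fluorescence ratio check between 0.3 and a set limit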;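 also: plate controls were Siah plus tracer with DMSO for no effect and tracer alone without Siah for full effect; strong numbers were not always called active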
CSM14.1 death rescue: rescue of cells from ER stress-induced death, primary screen, 384-well, CSM14.1, thapsigargin, ATP luminescence (AID 1222). CSM14.1 thapsigargin-induced death rescue, ATP luminescence; higher % means a stronger effect. one-dose cellular ATP content (survival), % at 20 µM; EC50 in µM for titrated hits. 190,000 tested, under 10 active;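 active = EC50 below 50 µM in the dose-response confirmation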;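 also: death triggered by thapsigargin at about 15 µM added after 2 h compound pretreatment; cell ATP read after overnight thapsigargin exposure of roughly 18 to 22 hours; normalized against plate controls of thapsigargin alone and 5% DMSO vehicle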
P. falciparum M17LAP: P. falciparum M17LAP inhibitors, primary screen, biochemical, fluorogenic H-Leu-NHMec substrate, 1536-well (AID 1619); actives 0.38% (n = 220,000); inhibition, % at 30 µM, or IC50 in µM where a hit was titrated; recombinant M17LAP, H-Leu-NHMec fluorogenic kinetic assay; higher % means a stronger effect;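 active = compound inhibiting the enzyme by more than half at any dose during confirmatory dose-response retesting; inconclusive = strong single-dose inhibitors picked by rank but not retested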;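 also: plate controls were full reaction with DMSO carrier for no effect and no enzyme background for full effect; strong numbers were not always called active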
NOD2 inhibition: NOD2 signaling inhibitors, cell-based, luminescence, uHTS, HEK293 (AID 1566); HEK293 NOD2/NF-kB luciferase reporter, luminescence; higher % means a stronger effect; inhibition, % at 4 µM; hits with a dose series show EC50 in µM; actives 0.63% (n = 290,000); also: many of its hits are not listed in these tables
XIAP antagonists: XIAP antagonists, biochemical, IAP family, fluorescence polarization (AID 1018) | XIAP BIR domain, fluorescence polarization peptide displacement; higher % means a stronger effect | one-dose displacement, % at 20 µM; IC50 in µM for titrated hits | actives 0.007% (n = 200,000); in the data active = displacement above about 50%; also: a part of the inactive calls stands beside numbers as strong as those of hits
Lipid droplet: modulators of hepatic lipid droplet formation | AML12 mouse hepatocytes, oleate lipid droplets, BODIPY imaging | inhibition, % at 6.5 µM | actives 0.4% (n = 240,000);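 active = lipid droplet intensity inhibited by at least 50%, with more than 500 cells counted; inconclusive = wells with under 300 cells, treated as cytotoxic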
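Test system: AML12 mouse liver cells; schedule: overnight exposure; technique: high-content imaging of BODIPY-stained droplets and DAPI nuclei; read-out: % inhibition of corrected integrated BODIPY droplet signal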
Lipid droplet cells 6.5 µM: second read-out of Lipid droplet, no call of its own (marks repeat the call); cell count; measured here: cell count, cytotoxicity flag;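 cells counted across two imaged fields per well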
Numbers without * were called inactive; ? = inconclusive; nt = no result given. Rule as the data show it, unless noted: active = inhibition above about 50%; inactive = the rest. This is a subset; the hit share may differ from the screen's.

SMILES	P. falciparum M1AAP	AID2073	LYP inhibition	SIAH1 antagonists	CSM14.1 death rescue	P. falciparum M17LAP	NOD2 inhibition	XIAP antagonists	Lipid droplet	Lipid droplet cells 6.5 µM
CCOC(=O)C(C)Sc1nc(-c2ccc(OC)cc2)nc2c1c(=O)n(C)c(=O)n2C (stereo unspecified)	nt	8%	-2%	2%	-1.6%	nt	2%	-6.8%	-2	613
COc1ccc(CCNS(=O)(=O)c2cc(C(=O)O)c(Cl)cc2Cl)cc1	-6%	-8%	-7%	4%	-0.4%	5%	8%	-4.0%	-3	644
Cc1ccnc(NS(=O)(=O)c2ccc(NC(=O)CSc3nc(-c4ccccc4)cc(=O)[nH]3)cc2)n1	10%	1%	0%	6%	-3.3%	3%	16%	-6.8%	2	692
Cc1ccc(CN(Cc2cc3cc(C)ccc3[nH]c2=O)C(=O)N2CCOCC2)cc1	5%	-9%	-7%	0%	-0.6%	1%	-20%	-1.1%	nt	nt
Cc1nc2ccccn2c1C(=O)N/N=C/c1cc(C)n(-c2ccc(Br)cc2)c1C	1%	2%	4%	0%	-6.7%	20%	-1%	-8.6%	-9	663
COc1ccccc1NC(=O)CN1CCN(CC(=O)Nc2ccc(C)c(F)c2)CC1	nt	-8%	-6%	-4%	nt	nt	8%	nt	6	703
Cc1ccc(NC(=O)c2scc3c2CCCC3)cc1	-4%	-4%	3%	0%	-2.9%	9%	-130%	-3.5%	nt	nt
CC(C)(C)C(=O)N1CCN(c2nc3ccccc3s2)CC1	nt	12%	-10%	3%	nt	nt	-14%	nt	-10	723
CCCOc1ccc(NC(=O)CCC(=O)NC(C)c2ccccc2)cc1 (stereo unspecified)	nt	3%	-9%	5%	nt	nt	15%	nt	nt	nt
Cc1ccc(S(=O)(=O)N2CCCC(c3nc(-c4ccc(C)o4)no3)C2)cc1 (stereo unspecified)	6%	4%	1%	6%	3.1%	-1%	14%	2.0%	1	797
O=c1sc2ccccc2c(=O)n1Cc1ccccc1F	5%	-11%	-2%	-6%	nt	0%	1%	-5.7%	0	674
O=C(O)C1CCCCC1C(=O)Nc1cccc(Cl)c1Cl (stereo unspecified)	3%	?	-1%	-3%	2.5%	14µM*	15%	-2.9%	nt	nt
COCCNC(=O)c1cc(C(=O)CC(C)C)c[nH]1	1%	11%	-9%	-1%	0.7%	3%	-6%	0.4%	-5	734
CCOc1cccc(C(=O)N2CCCN(C)CC2)c1	nt	-1%	-8%	-1%	nt	nt	14%	nt	10	846
CCC1(CC)Cc2ccccc2-c2nc(CCl)[nH]c(=O)c21	nt	-5%	1%	0%	nt	nt	-1%	nt	1	849
COc1ccccc1Nc1nc(C)c(C(=O)Nc2ccccc2)s1	10%	1%	-2%	-1%	-1.0%	8%	4%	-3.8%	-1	702
CC1=C(C(=O)N2CCCCCC2)C2(CCC(C)CC2)OC1=O (stereo unspecified)	-7%	-7%	2%	11%	3.5%	1%	9%	2.2%	nt	nt
O=[N+]([O-])c1ccc(OCc2cn([C@@H](CO)c3ccccc3)nn2)c(Br)c1	2%	9%	-7%	-1%	nt	-4%	10%	nt	16	724
CCC1(c2ccc(F)cc2)NC(=O)N(CC(=O)N2CCOCC2)C1=O (stereo unspecified)	nt	2%	-4%	1%	2.1%	nt	6%	-3.0%	nt	nt
Cc1ccc(C(C)C)c(OCC#CCN2CCOCC2)c1	nt	9%	-2%	2%	nt	nt	0%	nt	-7	784
CCOC(=O)C1(Cc2cccc(F)c2)CCN(Cc2cn(CC)nc2C)CC1	-2%	9%	-9%	1%	0.8%	1%	-6%	-5.2%	-4	718
COC(=O)c1ccccc1NC(=O)CSc1nc2ncccc2[nH]1	5%	5%	-6%	6%	-2.0%	4%	-19%	-12%	1	652
COc1ccc(CC(=O)NC(C)c2nnc(SCC(=O)Nc3nc(C)cs3)n2C)cc1 (stereo unspecified)	1%	-6%	-4%	-3%	-2.3%	0%	14%	-2.5%	5	701
CC1(C)CC(=O)C=C(NCc2cccnc2)C1	3%	-4%	0%	4%	1.6%	-6%	6%	-1.6%	nt	nt
Cc1ccc(C)c(-n2c(Cc3cccs3)n[nH]c2=S)c1	-6%	-14%	-4%	13%	4.6%	-3%	19%	1.7%	11	680
CCOc1ccccc1CNS(=O)(=O)c1ccc(-c2cnc(C3CC3)o2)cc1	nt	9%	-7%	2%	nt	nt	12%	nt	?	nt
O=C(CCN1C(=O)c2cccc3cccc(c23)C1=O)N1CCOCC1	4%	-2%	-1%	-2%	-0.9%	10%	-2%	-3.2%	-9	742
Cc1ccc(S(=O)(=O)NCCCCCC(N)=O)cc1	-7%	-1%	-9%	3%	-0.6%	-2%	2%	-3.4%	4	745
CC(Oc1ccccc1)C(=O)NCc1cccnc1 (stereo unspecified)	1%	15%	-5%	2%	0.6%	-5%	1%	-4.8%	nt	nt
CCOC(=O)c1c(NC(=O)CSc2nnc(Cc3csc(N)n3)n2C)sc(C)c1C	8%	-25%	2%	-2%	2.8%	1%	11%	-1.3%	-1	707
O=C(CCCN1C(=O)/C(=C/c2ccc3c(c2)OCO3)SC1=S)Nc1ccc(C(=O)O)cc1	nt	11%	-6%	0%	nt	nt	4%	nt	-6	698
Cc1ccc(C)c(NC(=O)CSc2ccc(-c3cccs3)nn2)c1	3%	4%	0%	9%	1.3%	9%	14%	-12%	-4	677
CCCCn1c(=O)[nH]c(=O)c2c1nc(-c1ccccc1F)n2Cc1ccccc1	2%	?	-6%	-6%	0.1%	1%	12%	-4.5%	-32	683
Cn1ncc(C#N)c1NC(=O)C1CC(c2ccc(Cl)c(Cl)c2)=NO1 (stereo unspecified)	2%	5%	-4%	-1%	-1.4%	-2%	10%	-16%	nt	nt
O=C(NCc1nnc(SCC(=O)N2CCCCC2)o1)c1c(F)cccc1F	nt	2%	-3%	5%	nt	nt	-12%	nt	8	837
N=c1c(S(=O)(=O)c2ccc(Cl)cc2)cc2c(=O)n3ccccc3nc2n1Cc1cccnc1	nt	18%	-7%	6%	nt	nt	-1%	nt	-2	831
Cc1ccccc1-n1nc2c(c1NC(=O)c1ccc3c(c1)OCO3)CS(=O)(=O)C2	nt	-3%	-5%	2%	nt	nt	2%	nt	5	826
CC(C)Cc1n[nH]c(=O)c2c1nnn2Cc1ccccc1F	nt	6%	-10%	2%	nt	nt	14%	nt	-3	815
CSc1nc2sc(-c3ccccc3)cc2c(=O)n1N	10%	16%	-3%	-2%	0.0%	-5%	-105%	1.2%	nt	nt
CCn1c(=O)c(C(=O)Nc2ccccc2S(N)(=O)=O)c(O)c2ccccc21	-1%	42%	-5%	4%	2.0%	27%	-13%	-3.7%	nt	nt
CCNS(=O)(=O)c1ccc(NC(=S)N2CCc3ccccc32)cc1	nt	-31%	-6%	4%	nt	nt	0%	nt	0	832
CCN(CC)S(=O)(=O)c1ccc(OC)c(NC(=O)c2cccc(C)c2[N+](=O)[O-])c1	2%	-4%	-2%	4%	1.3%	0%	4%	-5.2%	25	645
Cc1ccccc1Cn1cc(NC(=O)c2cc(-c3cccs3)on2)cn1	-4%	23%	-2%	-6%	2.0%	11%	-33%	7.6%	nt	nt
CCOc1cccc(CN2CCN(c3cccc(C(F)(F)F)c3)CC2)c1O	5%	-1%	1%	3%	-3.4%	-4%	-14%	-5.9%	0	743
COC(=O)CN1C2(C#N)CCCCC2CC2CCCCC21C#N (stereo unspecified)	-6%	0%	-8%	-1%	-3.0%	2%	14%	-6.3%	7	718

One compound at a time, from the list above. Order of values: P. falciparum M1AAP, AID2073, LYP inhibition, SIAH1 antagonists, CSM14.1 death rescue, P. falciparum M17LAP, NOD2 inhibition, XIAP antagonists, Lipid droplet, Lipid droplet cells 6.5 µM
`CCN(CC)S(=O)(=O)c1ccc(OC)c(NC(=O)c2cccc(C)c2[N+](=O)[O-])c1` in the list: 2%, -4%, -2%, 4%, 1.3%, 0%, 4%, -5.2%, 25, 645
`Cn1ncc(C#N)c1NC(=O)C1CC(c2ccc(Cl)c(Cl)c2)=NO1` (stereo unspecified) in the list: 2%, 5%, -4%, -1%, -1.4%, -2%, 10%, -16%, nt, nt

(cont.)
SMILES	P. falciparum M1AAP	AID2073	LYP inhibition	SIAH1 antagonists	CSM14.1 death rescue	P. falciparum M17LAP	NOD2 inhibition	XIAP antagonists	Lipid droplet	Lipid droplet cells 6.5 µM
O=S1(=O)CC(O)C(NCc2cccnc2)C1 (stereo unspecified)	15%	-1%	-10%	1%	1.6%	6%	-2%	-6.4%	10	736
CCC(Sc1nncn1C)C(=O)Nc1cc(C)on1 (stereo unspecified)	-2%	2%	-6%	2%	-0.8%	-4%	-13%	-1.2%	19	754
O=C(CC1C(=O)NCCN1Cc1cccc(F)c1)NC1CCC1 (stereo unspecified)	nt	14%	-10%	9%	nt	nt	-5%	nt	0	826
Cn1c(Cn2cnc([N+](=O)[O-])n2)nnc1SCC(=O)Nc1cccc(Cl)c1	2%	1%	-14%	1%	-1.7%	3%	12%	-0.8%	7	727
CCCCNC(=O)CSc1nnc(-c2c[nH]c3ccccc23)n1CC1CCCO1 (stereo unspecified)	2%	-14%	-9%	-1%	-0.8%	0%	22%	-5.5%	11	852
Cn1cc(Cl)c(-c2n[nH]c(=S)n2-c2ccc(F)cc2)n1	3%	-5%	2%	19%	-2.6%	3%	4%	1.4%	12	724
C#CCOCCOCCOCCNc1nc(N2CCOCC2)nc(N2CCN(C(=O)[C@H](C)n3cc(CCCN=C(N)N)nn3)CC2)n1	9%	0%	-2%	-3%	-3.8%	0%	-9%	-17%	4	716

A portion from the list above, as a working copy:
SMILES	P. falciparum M1AAP	AID2073	LYP inhibition	SIAH1 antagonists	CSM14.1 death rescue	P. falciparum M17LAP	NOD2 inhibition	XIAP antagonists	Lipid droplet	Lipid droplet cells 6.5 µM
O=S1(=O)CC(O)C(NCc2cccnc2)C1 (stereo unspecified)	15%	-1%	-10%	1%	1.6%	6%	-2%	-6.4%	10	736
CCC(Sc1nncn1C)C(=O)Nc1cc(C)on1 (stereo unspecified)	-2%	2%	-6%	2%	-0.8%	-4%	-13%	-1.2%	19	754
O=C(CC1C(=O)NCCN1Cc1cccc(F)c1)NC1CCC1 (stereo unspecified)	nt	14%	-10%	9%	nt	nt	-5%	nt	0	826
Cn1c(Cn2cnc([N+](=O)[O-])n2)nnc1SCC(=O)Nc1cccc(Cl)c1	2%	1%	-14%	1%	-1.7%	3%	12%	-0.8%	7	727
CCCCNC(=O)CSc1nnc(-c2c[nH]c3ccccc23)n1CC1CCCO1 (stereo unspecified)	2%	-14%	-9%	-1%	-0.8%	0%	22%	-5.5%	11	852
